# PP5 inh: inhibitors of human protein phosphatase 5 (PP5); P53041; purified PP5c, OMFP substrate fluorescence; inhibition, % at 6.7 µM; hit rate 0.18% among 320,000;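 active = inhibition above the campaign's mean inhibition across all tested compounds plus 3 SD, cut at about 9.5% in these data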;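 also: 0% = DMSO only and 100% = 100 µM cantharidin control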
# Fh CTSL1 inh: counter-screen for PFM18AAP inhibitors: inhibitors of F. hepatica cathepsin L1 | hit rate 0.49% among 300,000 | recombinant F. hepatica cathepsin L1, Z-Leu-Arg-MCA fluorescence | inhibition, % at 5.96 µM;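 active = inhibition above the mean of all tested compounds plus 3 SD, set per screening campaign, cut at about 17% in these data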;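 also: 0% = plate median of test compound wells and 100% = 1 µM Z-Phe-Ala-diazomethylketone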
# TPT1 inh: inhibitors of Candida albicans tRNA 2'-phosphotransferase TPT1; inhibition, % at 5 µM; AID 1962; hit rate 0.81% among 300,000; recombinant caTPT1, FP RNA substrate dephosphorylation;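 active = inhibition above the mean of all tested compounds plus 3 SD, set per screening campaign, cut at about 24% in these data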;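 also: plate controls were DMSO alone for no effect and ferristatin control at 100 nM for full effect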
# HCV core dimer: HCV core protein dimerization inhibition; TR-FRET GST/Flag-core106 dimerization, 1536-well; inhibition, % at 5 µM; hit rate 0.33% among 300,000;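 active = inhibition above the mean of all tested compounds plus 3 SD, set per screening campaign, cut at about 45% in these data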
#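 test system = GST/Flag-tagged HCV core106 proteins | probe or stimulus = Eu donor and XL665 acceptor anti-tag antibodies | times = compound-protein-antibody incubation 4 h at 22.5 °C | signal = TR-FRET, excitation 340 nm, emission 617 and 671 nm | measure = percent inhibition of core106 dimerization signal | controls = wells lacking GST-core106 and wells with excess unlabelled core106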
# Efflux pump inh: blocks antifungal efflux pumps in multiplex yeast assay. S. cerevisiae Candida pump triplex, Nile Red efflux. inhibition, % at 10 µM. hit rate 0.44% among 330,000;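 active = plate passing quality check with inhibition over a set limit, or well fluorescence over plate mean plus 4 SD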;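 also: Nile Red retained in pooled yeast measured as flow cytometry median fluorescence; 0% = buffer negative control and 100% = Enniatin B positive control; higher means more Nile Red kept so more efflux inhibition; some compounds called inactive have numbers as strong as hits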
# GASC-1 inh: blocks human GASC-1 demethylase activity; Q9H3R0; GST-JMJD2C(1-420) H3K9me3 demethylation, DELFIA europium; hit rate 0.069% among 330,000; AID 2099; inhibition, % at 2.35 µM;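 active = more than half of a compound's replicate wells show inhibition beyond 50%, single wells judged on their own value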;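 also: signal counts dimethyl H3K9 product captured on neutravidin plate; 0% = median of DMSO wells and 100% = 0.3 times that DMSO median; strong numbers were not always called active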
# Target sequence (Q9H3R0 1-420 limits assumed): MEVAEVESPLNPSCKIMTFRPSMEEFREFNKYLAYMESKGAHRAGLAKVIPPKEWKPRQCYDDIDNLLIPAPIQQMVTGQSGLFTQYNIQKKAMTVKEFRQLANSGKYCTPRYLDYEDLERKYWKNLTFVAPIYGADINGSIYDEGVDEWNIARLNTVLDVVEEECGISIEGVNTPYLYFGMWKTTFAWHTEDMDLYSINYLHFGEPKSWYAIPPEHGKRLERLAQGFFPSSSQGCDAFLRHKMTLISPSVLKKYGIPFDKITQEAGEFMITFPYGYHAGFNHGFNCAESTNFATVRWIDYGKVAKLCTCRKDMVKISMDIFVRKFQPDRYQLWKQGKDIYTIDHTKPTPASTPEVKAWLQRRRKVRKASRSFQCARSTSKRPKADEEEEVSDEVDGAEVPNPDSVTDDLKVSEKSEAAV
# PP1 counter: blocks human PP1-alpha phosphatase, a PP5 counter-screen. P62136. purified PP1alpha, OMFP fluorescence. inhibition, % at 6.7 µM. hit rate 0.9% among 320,000. AID 2235;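 active = inhibition above the mean inhibition of all tested compounds plus 3 SD, computed separately for each screening campaign, cut at about 15% in these data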
# LYPLA2 counter: counter-screen for PME1 inhibitors: inhibitors of human LYPLA2; O95372; recombinant LYPLA2, FP-Rh probe fluorescence polarization; inhibition, % at 5.9 µM; hit rate 0.38% among 320,000; AID 2177;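 active = inhibition above the screen-wide mean plus 3 SD, limit set per campaign, cut at about 26% in these data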;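 also: 0% = LYPLA2 with DMSO and 100% = wells lacking LYPLA2 enzyme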
# PREPL inh: inhibits the human prolyl oligopeptidase-like enzyme; Q4J6C6; recombinant PREPL, fluorescence polarization activity-based probe; inhibition, % at 5.96 µM; hit rate 0.68% among 320,000; in the data active = inhibition above about 43%;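 also: 0% = enzyme with DMSO and 100% = wells lacking enzyme; many of its hits are not listed in these tables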
# Target sequence (Q4J6C6 whole entry, looked up): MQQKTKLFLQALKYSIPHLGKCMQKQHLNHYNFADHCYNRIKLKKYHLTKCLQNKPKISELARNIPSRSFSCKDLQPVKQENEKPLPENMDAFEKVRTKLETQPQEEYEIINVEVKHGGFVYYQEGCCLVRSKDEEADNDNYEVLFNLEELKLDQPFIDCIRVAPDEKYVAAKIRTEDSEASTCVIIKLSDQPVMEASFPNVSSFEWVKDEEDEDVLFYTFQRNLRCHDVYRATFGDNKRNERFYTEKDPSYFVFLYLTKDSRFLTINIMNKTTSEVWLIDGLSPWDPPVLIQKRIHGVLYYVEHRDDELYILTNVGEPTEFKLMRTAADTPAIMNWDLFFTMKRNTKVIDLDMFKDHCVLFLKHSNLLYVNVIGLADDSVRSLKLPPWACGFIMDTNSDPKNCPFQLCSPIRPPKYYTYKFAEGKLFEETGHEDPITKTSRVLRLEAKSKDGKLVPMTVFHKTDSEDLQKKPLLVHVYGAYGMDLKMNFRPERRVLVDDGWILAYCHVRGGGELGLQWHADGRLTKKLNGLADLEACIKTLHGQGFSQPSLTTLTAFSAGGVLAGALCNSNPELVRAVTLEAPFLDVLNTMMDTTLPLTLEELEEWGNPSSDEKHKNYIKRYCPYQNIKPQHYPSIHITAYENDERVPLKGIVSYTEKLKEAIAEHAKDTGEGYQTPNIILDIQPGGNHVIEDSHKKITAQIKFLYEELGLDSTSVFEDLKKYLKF
# * marks the source's active call; other numbers are inactive results; . = no result given; & = joins results of further samples.
SMILES,PP5 inh,Fh CTSL1 inh,TPT1 inh,HCV core dimer,Efflux pump inh,GASC-1 inh,PP1 counter,LYPLA2 counter,PREPL inh
CCNC(=O)CC1C(=O)N(C)C(=S)N1NC(=O)c1ccc(Cl)cc1 (stereo not given),-3.6,7,-6,-1,-0.1,-7,-6,-2,10
O=C(CSc1nc2ccccc2[nH]1)Nc1ccc(F)c(F)c1,3.3,6,1,6,0.2,-25,-3,0,-4
O=C1CC(c2ccc(F)cc2)Sc2nc(C34CC5CC(CC(C5)C3)C4)nn21 (stereo not given),3.1,0,0,1,0.2,6,-3,1,2
CC(C)/C=N/NC(=O)c1ccc(Cl)cc1,2.5,-1,1,-2,0.1,9,-1,-2,-2
O=C1NN(c2ccccc2)C(=O)C2C3C=CC(C4CC34)C12 (stereo not given),-0.2,0,-2,-11,-0.2,-29,-1,2,15
O=C(c1ccc(Cn2c(=S)[nH]c3cc4c(cc3c2=O)OCO4)cc1)N1CCN(c2ccccc2)CC1,1.5,-5,4,28,0.0,-6,8,7,1
CCc1nnc(NS(=O)(=O)c2ccc(NC(=S)NC(=O)/C=C/c3ccccc3)cc2)s1,3.7,-3,0,12,5.8*,6,10,3,-8
Cc1ccc(-n2c(C)cc(C(=O)Cn3nc(C(=O)O)c4ccccc4c3=O)c2C)cc1,4.6,-1,3,20,0.9,8,10,-8,-23
O=C(CSC1=NCCS1)N1CCCC1,0.3,-2,-4,1,0.1,-4,-1,5,-7
NS(=O)(=O)c1ccc(NC(=S)N2CCc3ccccc32)cc1,1.6,-1,-1,-8,0.1,1,-4,-3,11
Cc1cccc(CN2CCN(CC(=O)NCc3ccc(F)cc3)C2=O)c1,-2.1,-1,-4,-1,0.0,-6,-4,-5,4
CC1=CCC(C(=O)O)C(C(=O)Nc2ccc(-c3nc4ccc(C)cc4s3)cc2)C1 (stereo not given),2.5,7,-2,12,0.0,1,9,0,22
CCOC(=O)Cc1c(C)nc2c(-c3ccc(Cl)cc3)cnn2c1C,4.7,3,-2,0,0.6,0,-1,2,11
O=c1cc(CSc2n[nH]c(-c3ccncc3)n2)nc2sccn12,0.7,-1,-3,53*,-0.2,-11,3,5,2
CN(Cc1cnn(C)c1)C(=O)C1CCC(=O)N(C2CCCCCC2)C1 (stereo not given),1.2,-1,-4,-17,-0.1,0,0,19,1
CC(C)(C)c1cc(CCC(=O)NNC(=S)NC(=O)c2ccccc2)cc(C(C)(C)C)c1O,1.5,2,4,23,0.2,0,0,1,7
CCCCOc1cccc(C(=O)NC(=S)Nc2ccc(Cl)c(C(=O)O)c2)c1,-0.4,2,0,10,-0.1,-5,2,7,-8
Clc1ccc(CN(Cc2ccc(Cl)cc2)c2nn[nH]n2)cc1,3.3,1,-2,6,0.1,20,10,1,-9
O=C(COc1ccc([N+](=O)[O-])cc1)NNC(=S)NC(=O)c1ccc(Br)cc1,-2.0,-2,0,13,0.1,-3,3,9,7
O=C(CNS(=O)(=O)c1c(F)cc(F)cc1Br)OCC(=O)N1CCCC1=O,-1.9,-30,-4,-5,-0.1,-8,-2,3,22
O=C(CCn1cccc1)Nc1ccccc1F,2.4,-3,-2,0,0.0,0,-3,-1,1
Cc1ccc(NS(=O)(=O)c2cc(C(=O)N3CCc4ccccc4C3)ccc2Cl)cc1,2.3,2,-4,8,0.1,6,4,4,-43
O=C(COC(=O)CCSc1ccc(Cl)cc1)Nc1ccc(F)cc1,4.4,-30,0,1,-0.2,21,4,-1,-12
COc1ccc(Cl)cc1NC(=O)CCNS(=O)(=O)c1cccc2nonc12,-0.2,0,-5,2,-0.1,-14,-2,0,2
Cc1cccc(S(=O)(=O)Nc2ccc(C)c3c2OC(C)(C)C3)c1,-0.4,1,-4,10,0.0,-6,5,-2,-1

# Next section:
SMILES,PP5 inh,Fh CTSL1 inh,TPT1 inh,HCV core dimer,Efflux pump inh,GASC-1 inh,PP1 counter,LYPLA2 counter,PREPL inh
CNC(=O)c1c[nH]n2c(=O)c(Cc3ccccc3F)c(C)nc12,-9.0,5,-2,-7,-0.2,1,11,-2,10
CN=C1S/C(=C\c2ccc(N3CCOCC3)c(F)c2)C(=O)N1C,2.1,8,-4,-2,-0.2,1,2,1,17
CC(=O)c1ccccc1Oc1nc(CN2CCOCC2)nc2scc(-c3cccs3)c12,-1.4,1,0,9,0.1,58&13,0,-2,17
c1ccc(-n2cc(CNCCc3cscn3)c(-c3ccc4c(c3)OCO4)n2)cc1,1.6,-4,-5,0,0.1,-8,1,-2,-13
Cc1cnc(C(=O)OCC(=O)Nc2sc3c(c2C(N)=O)CCCC3)cn1,0.6,.,.,.,0.4,4,-2,-1,15
Cc1cc(C)n(-c2ccc(N3CCOCC3)nn2)n1,-2.2,0,-2,0,0.0,-6,-3,-4,-5
O=C(c1ccc2c3c(cccc13)CC2)C1CCCN(C(=O)c2ccc[n+]([O-])c2)C1 (stereo not given),1.1,2,-4,3,-0.1,24,0,2,4
COc1ccc2c(c1)cc1n2CCN2CCCN=C12,0.1,0,0,-2,0.0,12,-1,-3,6
COc1ccc(C(CNC(=O)c2ccc(S(=O)(=O)N(C)C)cc2)N(C)C)cc1 (stereo not given),2.7,-2,-3,1,0.1,1,0,-1,2
COc1cc(/C=C2/C(=N)N3OC(C)=CC3=NC2=O)ccc1OCCOc1ccc(C)cc1,-0.6,0,2,10,0.0,14,1,2,4
CC(=O)Nc1ccc2c(COC(=O)[C@H](C)N3C(=O)C4CCCCC4C3=O)cc(=O)oc2c1 (stereo not given in full),-0.2,1,2,4,0.0,-2,2,7,-1
CCN(CC)CCn1c(NCc2cccc(OC)c2)nc2ccccc21,3.1,1,-2,-3,0.1,-5,-3,5,8
CCN(CC)S(=O)(=O)c1cc(C(=O)Nc2ccccc2[N+](=O)[O-])ccc1Cl,3.2,-2,3,-1,-0.1,2,0,1,8
CCC1(c2ccccc2)NC(=O)N(CC(=O)NC2(C#N)CCCCC2)C1=O (stereo not given),0.7,-22,3,-9,0.1,4,-8,-1,-1
Cc1oc(-c2ccccc2F)nc1CS(=O)(=O)CC(=O)N1CCN(Cc2ccccc2)CC1,1.4,-2,-2,4,0.1,-3,3,-1,7
O=C(CN1CCN(S(=O)(=O)c2ccccc2[N+](=O)[O-])CC1)Nc1ccc(N2CCOCC2)cc1,-1.0,0,-4,8,-0.3,5,-4,1,2
CCOC(=O)N1CCN(c2nc(-c3ccccc3)c3ccccc3n2)CC1,0.2,0,-1,-1,0.0,1,0,2,1
Cc1ccc(-c2cnco2)cc1,-2.5,0,-1,-3,0.1,-5,-8,-3,11
Cc1ccccc1OCCOC(=O)c1ccc(S(=O)(=O)N2CCCC2)cc1,0.5,.,.,.,0.3,.,9,-3,-18
CN1CCN(c2c(/C=N/O)c3ccccc3n2C)CC1,-2.4,-1,1,3,-0.2,5,-2,1,-5
CC(NC(=O)NNC(=O)c1ccncc1)(C(F)(F)F)C(F)(F)F,-2.1,2,-3,-3,0.0,-8,-1,-2,-3
Cc1ccc(-c2nnn(CC(=O)NC3CCN(Cc4ccccc4)CC3)n2)cc1,2.8,0,-1,2,-0.1,-1,2,-2,3
CCC(C)NC(=O)COc1ccccc1[N+](=O)[O-] (stereo not given),1.9,0,-7,-17,-0.1,3,-4,6,9
COc1ccc(C(=O)NCc2cccnc2)cc1,6.0,-4,0,-4,-0.2,-1,-12,-4,3
Cc1cccc(-c2noc(CCCOc3ccc(Cl)cc3Cl)n2)c1,0.2,2,-4,-1,0.0,6,-1,5,2

# Following part.
SMILES,PP5 inh,Fh CTSL1 inh,TPT1 inh,HCV core dimer,Efflux pump inh,GASC-1 inh,PP1 counter,LYPLA2 counter,PREPL inh
CCN(CC)C(=O)c1c(-c2ccccc2)oc2ccc(OC)cc12,3.8,-3,-5,3,0.1,1,2,-2,-7
CCOCCCn1c(=N)c(S(=O)(=O)c2ccccc2)cc2c(=O)n3cc(C)ccc3nc21,1.7,0,-5,-6,-0.3,-5,5,-5,-2
COCC1CCN(C(=O)C2CCC(=O)N(CCc3ccc(Cl)cc3)C2)CC1 (stereo not given),-1.9,0,1,-5,-0.1,-4,-3,8,15
COc1ccc(/C=C/c2onc(C)c2S(=O)(=O)N2CCC(C(=O)N3CCC(C)CC3)CC2)cc1,4.7,5,-9,-2,0.1,-3,6,-2,18
CCc1ccc(C(=O)/C=C/Nc2ccc(S(=O)(=O)Nc3onc(C)c3C)cc2)cc1,-0.8,3,-3,13,-0.2,7,0,3,20
COC(=O)c1ccccc1NC(=O)N1CCN(Cc2ccco2)CC1,3.0,-3,0,-4,0.1,-2,1,-4,8
O=[N+]([O-])c1ccc(/C=N/n2cnc3ccccc32)s1,1.8,16,-2,-4,-0.3,2,0,9,21
C=CCNC(=O)C1CC(=O)N(c2ccc(OCC(=O)Nc3ccc(Cl)c(C(F)(F)F)c3)cc2)C1 (stereo not given),1.0,-2,-2,7,0.1,3,4,-1,18
O=C(Nc1ccccc1C(F)(F)F)c1cc(-c2ccco2)on1,2.9,2,1,11,-0.1,2,-1,-4,-3
COC(=O)C1=C(C)N(Cc2ccccc2)C(=NCc2ccc(OC)cc2)N[C@H]1c1cccc(F)c1,-5.9,7,-1,-27,0.0,-1,3,-1,-22
CCSc1nc(C)c(CC)c(C)c1C(N)=O,4.0,-1,0,-2,0.0,4,-1,3,-3
O=C(O)CC/C(=N\Nc1ccc([N+](=O)[O-])cc1S(=O)(=O)N1CCOCC1)c1cccs1,-1.7,3,29*,8,0.0,4,4,-1,4
CC(Sc1nnc(COc2ccc3ccccc3c2)n1C)C(=O)O (stereo not given),-0.5,-1,-1,-4,0.0,8,-2,-3,7
COc1ccc(C(CCNC(C)c2ccccc2)c2ccc(F)cc2)cc1 (stereo not given),2.6,0,-5,-9,0.1,3,3,4,-7
Cc1c(C)n(CCCN(C)C)c2ncnc(NCc3ccccc3)c12,0.6,-1,-1,6,-0.1,7,-3,-4,4
CCCCn1c(Cl)nc2c1c(=O)n(C)c(=O)n2C,-0.2,-4,-3,0,0.0,-11,1,10,0
CN(CC(=O)Nc1ccccc1Br)C(=O)CCCSc1nc2ccccc2[nH]1,-0.6,-1,0,-3,-0.1,-2,-4,6,-7
COC(=O)C[C@H]1c2cc(C(F)(F)F)ccc2S(=O)(=O)N1Cc1ccccc1,-7.5,5,-1,-21,-0.2,2,11,-3,8
COc1ccc(S(=O)(=O)NCc2cccnc2)cc1C,-0.5,-1,1,-3,0.1,0,-4,0,8
N#Cc1c(-c2ccccc2)nc(SCc2nc(N)nc(N3CCCCC3)n2)[nH]c1=O,0.5,1,2,7,0.2,2,-4,-5,-4
O=C(c1ccc(OC2CCN(Cc3ccc(F)cc3)CC2)cc1)N1CCCC1,-2.3,1,3,-4,0.2,4,-3,-1,4
C=C1C(O)C[C@H]2C(=C)CCC3[C@H](OC(=O)[C@]3(O)CO)[C@@H]12 (stereo not given in full),-0.7,-13,1,-3,.,4,-3,-5,-9

# 3 compounds from above, sorted by their value in TPT1 inh, lowest first:
Molecule,PP5 inh,TPT1 inh,HCV core dimer,Efflux pump inh,GASC-1 inh,PREPL inh
CC(Sc1nnc(COc2ccc3ccccc3c2)n1C)C(=O)O (stereo not given),-0.5,-1,-4,0.0,8,7
COC(=O)c1ccccc1NC(=O)N1CCN(Cc2ccco2)CC1,3.0,0,-4,0.1,-2,8
O=C(O)CC/C(=N\Nc1ccc([N+](=O)[O-])cc1S(=O)(=O)N1CCOCC1)c1cccs1,-1.7,29*,8,0.0,4,4

# Compound activity: PubChem BioAssay, several laboratories

# This is a subset, so the mix of outcomes need not match the whole.
